Pf gamet viab – inhibitors of late stage P. falciparum gametocyte viability; P. falciparum stage V gametocytes, ATP luminescence, 24 h; inhibition, % at 10.9 µM; 150,000 tested, 0.065% active; AID 743093;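 active = inhibition above the mean plus 3 SD of compounds within the control limits, set per campaign, cut at about 38% in these data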;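 note: 0% = DMSO wells and 100% = medium only without gametocytes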
Starred values were filed as active, the others as inactive. A portion of the library (hit frequency here may not be typical).

SMILES	Pf gamet viab
COc1c2c(cc3ccc(=O)oc13)CCO2	2
CCn1cc(C(=O)Nn2cnnc2)c(=O)c2ccc(C)nc21	23
Cc1nc(SCc2nc3ccccc3[nH]2)c2oc3ccc(Br)cc3c2n1	16
OCCC#Cc1ccc(CN2CCN(CCc3ccccc3)C(CCO)C2)cc1 (stereo not drawn)	-14
Cc1ccc(CN2C(=O)COc3cc(NS(C)(=O)=O)ccc32)cc1	-5
CCC(=O)NC(c1cc(Cl)c2ccccc2c1O)C1CC1 (stereo not drawn)	-9
CCOC(=O)c1cc(C(=O)OCC)c(=O)[nH]c1SCc1ccccc1	-9
O=C1N[C@@H](Cc2ccccc2)C(=O)N2[C@H]1C[C@]1([C@]34C[C@H]5C(=O)N[C@@H](Cc6ccccc6)C(=O)N5[C@H]3N(S(=O)(=O)c3ccccc3)c3ccccc34)c3ccccc3N(S(=O)(=O)c3ccccc3)[C@H]21	-47
COc1ccc([C@@H]2CC=C(C(=O)O)[C@H](c3ccc(F)cc3)N2S(=O)(=O)c2ccccc2C)cc1	3
O=C(NCc1ccccc1)N1CCN(CCO)CC1	-8
C/C=C(/C)C(=O)O[C@@H]1c2c(ccc3ccc(=O)oc23)OC(C)(C)[C@@H]1OC(C)=O	10
CCCCNc1c(-c2ccc(OC)c(SC(C)CC)c2)nc2cc(C)ccn12 (stereo not drawn)	-6
CC1(C)CC(=O)C(N=Nc2ccc(F)cc2)=C(O)C1	-3
Cc1cnc(NC(=O)CCc2ccccc2)s1	12
CC(C)C(=O)Nc1ccc(C(=O)NNC(=S)NC(=O)c2ccco2)cc1	-20
CC(C)C[C@@H](CO)N1CCN(Cc2ccc(Br)cc2)CCC1=O	14
C#CCOCCOCCOCCNc1nc(N2CCN(C(=O)Cn3cc(CCCN=C(N)N)nn3)CC2)nc(N2CCN(C(=O)[C@H](CCCCN)n3cc(CC(C)O)nn3)CC2)n1 (stereo partly drawn)	8
Cc1ccc(NC(=O)CCC(=O)c2ccccc2)cc1	-3
COc1cc2nc(-c3ccccc3C)oc(=O)c2cc1OC	10
CC(C)c1ccccc1OS(N)(=O)=O	8
O=C(Nc1ccc2[nH]ncc2c1)c1ccccc1	-34
Cn1c(=O)c(-c2cccc(Cl)c2)c(O)c2ccccc21	-19
COc1ccc([C@H]2CC(=O)C=C(c3cccc(C#N)c3)C2)cc1	11
O=C(c1ccc([N+](=O)[O-])cc1)N1CCc2ccccc21	6
COc1ccc(-c2cn(Cc3ccc([N+](=O)[O-])cc3)nn2)cc1	-12
COc1ccc(CC(=O)NCc2ccccc2)cc1OC	-7
O=C1N[C@@H](Cc2c[nH]c3ccccc23)COC(=O)[C@@H](Cc2ccc(F)cc2)C/C=C\C[C@H]1CC(=O)N(CCO)Cc1ccccc1	-24
CCNc1nc(NCC)nc(NS(=O)(=O)c2ccc(N)cc2)n1	9
O=C1[C@H]2[C@@H](c3ccc(F)cc3)N3C(=O)N(c4cccc(F)c4)C(=O)[C@@]3(Cc3ccc(Cl)cc3)[C@H]2C(=O)N1C1CCCCC1	7
N#CCCn1cc(C(=O)O)c(-c2ccc3ccccc3c2)n1	-12
CNc1cc(C)c(C#N)c2nc3ccccc3n12	-29
CC(C)(O)C1CC[C@@](C)([C@@H]2CC[C@]3(C)[C@H]2[C@H](O)CC2[C@@]4(C)CCC(O)C(C)(C)C4C(OC4OC(CO)C(O)C(O)C4O[C@@H]4OCC(O)C(O)C4O)C[C@]23C)O1 (stereo partly drawn)	23
O=C1CCN(Cc2ccccc2)S(=O)(=O)c2ccc(F)cc21	8
C=CCn1c(=O)c(C(=O)NCc2ccccc2Cl)c(O)c2ccccc21	-5
Cc1cc(N2CCN(C(=O)c3cccs3)CC2)c(F)cc1[N+](=O)[O-]	-4
COc1ccc(C(=O)Nc2ccc(CN3CCOCC3)cc2)cc1Br	22
COc1ccc(CCNC(=O)c2cc3cccc(OC)c3oc2=O)cc1OC	6
COc1ccc(C(=O)N2CCCc3ccccc32)cc1Br	13
Cc1cccc([C@@H]2[C@@H]3C(=O)N(Cc4ccccc4)C(=O)[C@@H]3[C@]3(Cc4ccccc4)C(=O)N(c4cccc(Cl)c4)C(=O)N23)c1	21
CCOC(=O)CNC(=O)C(Cc1ccccc1)NS(=O)(=O)c1ccc2c(c1)CCC(=O)N2 (stereo not drawn)	17
Cc1cc(O)c(Sc2ccc(Cl)cc2)c(=O)[nH]1	11
COc1cc(OC)c(NC(=O)N2CCOCC2)cc1Cl	-1
CC(Sc1ccccc1)C(=O)NCCc1ccccc1 (stereo not drawn)	17
CCOC(=O)CSc1nnc(-c2c[nH]c3ccccc23)o1	2
O=C1C2C3C=CC(C4CC34)C2C(=O)N1CCCCN1CCN(c2ccc(F)cc2)CC1 (stereo not drawn)	-9
CCOc1ccc(N(CC(=O)NCc2ccccc2C)S(C)(=O)=O)cc1	-20
OC(c1ccccc1)(c1ccccc1)C1CCN(C(=S)Nc2ccc(F)cc2)CC1	0
Nc1nc(NC(=O)c2ccc(F)cc2)ns1	4
Nc1c(Cl)cc(C2=NCCn3nc4ccccc4c32)cc1Cl	-8
CC1=C(C(=O)OCC2CCCCC2)C(c2ccccc2F)NC(=O)N1 (stereo not drawn)	-25
c1ccc(-c2ccccc2OCCOCCN2CCOCC2)cc1	25
Cc1ccccc1C(=O)NNC(=O)c1ccncc1	18
O=C1C=C(c2cccc(Cl)c2)C[C@@H](c2ccc3c(c2)OCO3)C1	-5
COc1cc(C(=O)N2CCC(N3CCCCCC3)CC2)cc(OC)c1OC	10
COc1ccc(/C=C2/C(=O)N(c3cccc(F)c3)N=C2C)c(OC)c1	-4
COc1ccc2[nH]c(CN3CCN(CC=C(C)C)C(CCO)C3)c(C)c2c1 (stereo not drawn)	-26
COc1ccccc1OCc1ccc(C(=O)Nc2cc(OC)c(OC)c(OC)c2)o1	11
CC(=O)C1=C(O)C(=O)N(c2ccc(Br)cc2)C1c1ccccc1[N+](=O)[O-] (stereo not drawn)	-2
Cn1cncc1C#Cc1ccc2cc(CCO)oc(=O)c2c1	16
Cn1c(-c2ccc(C(F)(F)F)cc2)cc2onc(-c3ccccc3)c2c1=O	9

Part of the list above, with each value named.
COc1ccc(/C=C2/C(=O)N(c3cccc(F)c3)N=C2C)c(OC)c1
  Pf gamet viab = -4
COc1ccc2[nH]c(CN3CCN(CC=C(C)C)C(CCO)C3)c(C)c2c1 (stereo not drawn)
  Pf gamet viab = -26
COc1ccccc1OCc1ccc(C(=O)Nc2cc(OC)c(OC)c(OC)c2)o1
  Pf gamet viab = 11

Next section
SMILES	Pf gamet viab
CS(=O)(=O)Nc1ccc(C(=O)Nc2ccccc2-c2ccccc2)cc1	8
COc1cc(C2(c3ccc(O)c(OC)c3)C(=O)Nc3c(Br)cc(Br)cc32)ccc1O	8
CCCc1nnc(NC(=O)c2c(O)c3c([nH]c2=O)CCCC3)s1	-1
CCCOC(=O)Cn1cnc2scc(-c3ccc(C)cc3)c2c1=O	-8
Cc1ccnc(NC(=O)c2ccccc2NC(=O)c2ccc(Cl)cc2Cl)c1	-14
COc1cc(Br)c(CN2CCCN(C)CC2)cc1OC	2
C[C@H](CO)N1C[C@H](C)[C@@H](CN(C)S(=O)(=O)c2cccs2)Oc2c(NC(=O)NC3CCCCC3)cccc2C1=O	2
Nn1c(C2CCC2)nc2ccccc2c1=O	7
CCn1cc(CN2CCN(CC(C)(C)C)C(CCO)C2)c2ccccc21 (stereo not drawn)	-5
CCOC(=O)c1cnc2ccc(OC)cc2c1NCCN1CCOCC1	-1
CC1CCN(S(=O)(=O)c2ccccc2)CC1	-2
COC(=O)CCCC(=O)N1CCCC(C(=O)c2ccccc2SC)C1 (stereo not drawn)	4
COc1ccc(-c2ccnc3[nH]n(-c4ccccc4)c(=O)c23)cc1	21
COC(=O)C1=C(C)NC(=O)NC1c1ccc2ccccc2c1 (stereo not drawn)	-15
C/C(=N\Nc1ccccn1)c1ccc(Br)s1	7
O=C(Cc1ccc(Cl)cc1)NCC(=O)N1CCCCCC1	-2
CCCC[C@H]1COCCS(=O)(=O)N1Cc1cccc(Cl)c1	3
CCOCCCNC(=O)C1c2ccccc2Oc2ccccc21	-36
COc1ccc(-c2c(C#Cc3ccsc3)c3cc(-c4ccc5c(c4)OCCO5)ccc3n2C)cc1	12
COc1ccc(C(=O)Nn2c(CC(C)C)nc3cc(OC)c(OC)cc3c2=O)c(OC)c1	15

Looked up above.
Result of COc1ccc(-c2ccnc3[nH]n(-c4ccccc4)c(=O)c23)cc1 under Pf gamet viab: 21
Result of CCOCCCNC(=O)C1c2ccccc2Oc2ccccc21 under Pf gamet viab: -36
Result of COC(=O)C1=C(C)NC(=O)NC1c1ccc2ccccc2c1 (stereo not drawn) under Pf gamet viab: -15

The listing picks up, repeating the four entries before the break.
SMILES	Pf gamet viab
CCCC[C@H]1COCCS(=O)(=O)N1Cc1cccc(Cl)c1	3
CCOCCCNC(=O)C1c2ccccc2Oc2ccccc21	-36
COc1ccc(-c2c(C#Cc3ccsc3)c3cc(-c4ccc5c(c4)OCCO5)ccc3n2C)cc1	12
COc1ccc(C(=O)Nn2c(CC(C)C)nc3cc(OC)c(OC)cc3c2=O)c(OC)c1	15
COc1ccc(-c2sc3cc4c(cc3c2-c2ccc3c(c2)OCCO3)OCO4)cc1	-3
COc1ccc2oc(=O)c(C(=O)NC3CCCCCC3)cc2c1	13
C[C@@H](CN=[N+]=[N-])CN1CC[C@H](C(C)(C)C)CCC1=O	-16
CCOc1ccc(-n2nc3cc(C)c(N)cc3n2)cc1	-19
NC(=O)C1(N2CCCCC2)CCN(C(=O)CSc2nc3ccccc3o2)CC1	-1
CC(=O)Nc1ccc(Nc2nc(-c3sc(C)nc3C)cs2)cc1	13
Fc1cccc(-c2n[nH]c(=S)n2-c2ccccc2)c1	-4
Cc1cnc(C(=O)Nc2cccc(-c3nnc4n3CCCCC4)c2)cn1	9
CCN1C(=O)[C@H]2[C@@H](c3ccc(-c4ccc(Cl)c(Cl)c4)c(OC)c3)N[C@@](Cc3ccccc3)(C(=O)OC)[C@H]2C1=O	11
CC1Nc2ncnc(N3CCN(c4ccccc4)CC3)c2N(Cc2ccc(Br)cc2)C1=O (stereo not drawn)	7
CC(C)NC(=O)c1onc(CSc2ccncc2)c1C(=O)NC(C)C	1
CN(Cc1ccccc1OCCO)CC1CCCN(CCc2ccc(Cl)cc2)C1 (stereo not drawn)	-3
COc1ccc(SC[C@H](C)CN2CC[C@H](C)CCC2=O)cc1	18
Cc1cccc(C2c3c(n(C)c(=O)n(C)c3=O)N=C3c4ccccc4C(=O)C32)c1 (stereo not drawn)	-18
O=C(NCc1ccccc1)N1CCCC1	-11
Cc1ccccc1C(=O)NNC(=O)c1cccc(Br)c1	1
CCOc1cc(C(c2c(O)nc(SC)[nH]c2=O)c2c(O)nc(SC)[nH]c2=O)ccc1O	-16
CC(C)(C)C(=O)Nc1ccccc1-c1nc2ccccc2[nH]c1=O	8
O=C(NCC(=O)N1CCCCCC1)c1ccc(Cl)cc1	2
COc1ccc(S(=O)(=O)N2CCc3ccccc32)cc1OC	-7

Random excerpt: five compounds from above
SMILES	Pf gamet viab
Cc1ccnc(NC(=O)c2ccccc2NC(=O)c2ccc(Cl)cc2Cl)c1	-14
CC1CCN(S(=O)(=O)c2ccccc2)CC1	-2
CCCc1nnc(NC(=O)c2c(O)c3c([nH]c2=O)CCCC3)s1	-1
COc1c2c(cc3ccc(=O)oc13)CCO2	2
CC(=O)C1=C(O)C(=O)N(c2ccc(Br)cc2)C1c1ccccc1[N+](=O)[O-] (stereo not drawn)	-2

(list continues)
SMILES	Pf gamet viab
CSCCC(NC(=O)/C(=C/c1ccco1)NC(=O)c1ccco1)C(=O)O (stereo not drawn)	-3
O=C1C=C(c2cc(C(F)(F)F)cc(C(F)(F)F)c2)C[C@@H](c2ccc(Cl)cc2)C1	1
Clc1cc(Cl)cc(C2=NC(Cc3ccccc3)CO2)c1 (stereo not drawn)	-19
CCCCn1c(-c2ccc(Cl)c(Cl)c2)nc2cc3[nH]c(=O)c(C(C)C)nc3cc21	-25
O=C1C=C(c2cccc3c2sc2ccccc23)C[C@@H](c2ccc(Cl)cc2)C1	17
COc1nc(Nc2cccc(F)c2)nc(OC)n1	-1
Cc1ccc(OCCNC(=O)c2cccc(C)c2)cc1	2
COc1ccc(-c2cc(-c3ccccc3)nc(SC(C)C(=O)O)c2C#N)cc1 (stereo not drawn)	0
Cc1ccc(NC(=O)c2ccc3c(c2)CCN3S(C)(=O)=O)cc1C	-5
CCc1ccc(NC(=O)Cn2cnc([N+](=O)[O-])c2)cc1	16
O=C(C1CCC1)N1CCN(c2ccc(Cl)cc2)CC1	5
C#CCOc1ccc2c3c(c(=O)oc2c1)CCCC3	-12
Fc1ccc(Br)cc1/C=N/N1CCN(c2ccccc2)CC1	3
Cc1cc(OCC(=O)N2CCc3ccccc3C2)c(C)cc1Br	10
CCN(CC)C(=O)c1ccc(-c2nnc(Nc3ccc(O)cc3)c3ccccc23)cc1	-39
COc1ccc(/C=N/Nc2nc(C)cc(=O)[nH]2)cc1OC	10
CC(C)(C)OC(=O)N1CCC(C(=O)NCC2CCCO2)CC1 (stereo not drawn)	14
CC(=O)NC1CCCc2c1cnn2-c1ccc(C(C)(C)C)cc1 (stereo not drawn)	7
O=C(C[C@H]1C/C=C\CCC(=O)OC[C@H]2CCCN2C1=O)NCCO	5
O=C(Nc1ccc(Nc2ccccc2)cc1)c1cccc(F)c1	-7
CS(=O)(=O)N(CC(=O)NCCSCc1cccc(Cl)c1)c1ccc(F)cc1	-10
CCOc1ccccc1CNn1cnnc1	0
O=C1CC[C@H](OCc2ccccc2)CCN1[C@H](CSc1ccccc1)Cc1ccccc1	8
C=CCn1c(=O)c(C(=O)NCc2ccc3c(c2)OCO3)c(O)c2cc(OC)c(OC)cc21	-3
O=c1cc(-c2ccsc2)oc2ccc(-c3ccc4cc[nH]c4c3)cc12	-6
CCOC(=O)c1ccc2[nH]c3c(c2c1)CCCC3NC=O (stereo not drawn)	-5

High-throughput results (PubChem BioAssay)
